# Source: PubChem BioAssay
# GLD-1 TGE inh = GLD-1-TGE RNA interaction inhibition (C. elegans); Q17339; purified GLD-1 + fluorescein TGE RNA, fluorescence polarization; inhibition, % at 5.96 µM; 0.44% of 320,000 active; AID 2280;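 active = percent inhibition above a per-plate cutoff, the plate mean of test compounds plus 3 SD, cut at about 30% in these data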;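 note: 0% = DMSO wells with GLD-1 and probe and 100% = wells lacking GLD-1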
# PME-1 primary = blocks human protein phosphatase methylesterase 1. recombinant PME-1, FP-Rh probe fluorescence polarization. AID 2130. inhibition, % at 5.9 µM. Q9Y570. 0.53% of 320,000 active;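 active = inhibition above the campaign mean of all compounds plus 3 SD, cut at about 26% in these data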;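 note: competitive labeling of PME-1 active site by serine hydrolase directed probe; 0% = PME-1 with DMSO and 100% = wells lacking PME-1 enzyme; inhibitors block probe labeling so polarization falls and inhibition rises; many of its hits are not listed in these tables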
# MEX-5 binding = C. elegans MEX-5 TCR-2 RNA binding activity; MEX-5/FITC-TCR2 RNA binding, fluorescence polarization; hits give low values; activity score (negative = inhibition of binding), % at 10 µM; 0.38% of 300,000 active;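 active = inhibition past about -25% in most replicates, and total fluorescence under double the plate's negative control median, limit read from the data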;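 note: 0% = DMSO and -100% = 5 µM competing unlabeled TCR2 RNA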
# Fam108B counter = blocks mouse Fam108B hydrolase in RBBP9 counter-screen; 0.33% of 300,000 active; inhibition, % at 9.51 µM; recombinant Fam108B, FP-Rh probe fluorescence polarization; AID 1947;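 active = inhibition above the screen mean inhibition plus 3 SD, computed separately per campaign, cut at about 18% in these data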;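 note: inhibitors lower polarization as less probe binds the enzyme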
# pPAFAH inh = pPAFAH (human) enzyme inhibition. Q13093. 1.5% of 330,000 active. recombinant pPAFAH, FP-rhodamine probe fluorescence polarization. inhibition, % at 3.39 µM;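 active = inhibition above the mean inhibition across the screen plus 3 SD, cut at about 25% in these data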;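 note: inhibitors block binding of the rhodamine activity-based probe so polarization drops; 0% = enzyme with DMSO and 100% = wells lacking pPAFAH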
# Target sequence (Q13093 whole entry, looked up): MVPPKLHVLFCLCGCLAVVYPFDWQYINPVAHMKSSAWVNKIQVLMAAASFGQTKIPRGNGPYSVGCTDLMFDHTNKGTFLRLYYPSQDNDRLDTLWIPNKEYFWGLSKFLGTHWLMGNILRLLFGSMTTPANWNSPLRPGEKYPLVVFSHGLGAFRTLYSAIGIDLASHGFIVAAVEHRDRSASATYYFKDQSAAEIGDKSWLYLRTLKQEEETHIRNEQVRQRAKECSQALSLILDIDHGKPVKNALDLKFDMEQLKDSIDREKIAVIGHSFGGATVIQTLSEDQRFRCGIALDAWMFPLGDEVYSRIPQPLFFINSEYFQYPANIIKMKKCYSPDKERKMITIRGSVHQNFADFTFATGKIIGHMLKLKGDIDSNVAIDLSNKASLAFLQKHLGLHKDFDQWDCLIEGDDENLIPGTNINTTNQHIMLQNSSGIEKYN
# PAFAH1B2 inh = PAFAH1B2 (human) inhibition; AID 492953; inhibition, % at 3.39 µM; recombinant PAFAH1B2, FP-rhodamine activity probe, fluorescence polarization; 1.2% of 340,000 active;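 active = inhibition above the mean of all tested compounds plus 3 SD, cut at about 24% in these data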;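 note: 0% = enzyme with DMSO and 100% = wells lacking PAFAH1B2; many of its hits are not listed in these tables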
# AHR act = activators of human aryl hydrocarbon receptor; P35869; AHR-responsive luciferase reporter cells, luminescence; activation, % at 5 µM; 2.5% of 320,000 active; AID 2796; in the data active = activation above about 47%;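 note: 0% = vehicle wells and 100% = reference agonist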
# MCL1 BIM primary = inhibitors of human MCL1 binding to BIM-BH3 peptide. Q07820. GST-MCL1 / FITC-Bim-BH3 fluorescence polarization. inhibition, % at 10.9 µM. 0.68% of 320,000 active;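 active = inhibition above the mean inhibition of all tested compounds plus 3 SD, set per campaign, cut at about 40% in these data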;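 note: 0% = DMSO wells and 100% = unlabeled Bim-BH3 peptide control; higher means more loss of mP so more displacement of Bim peptide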
# Target sequence (Q07820 whole entry, looked up): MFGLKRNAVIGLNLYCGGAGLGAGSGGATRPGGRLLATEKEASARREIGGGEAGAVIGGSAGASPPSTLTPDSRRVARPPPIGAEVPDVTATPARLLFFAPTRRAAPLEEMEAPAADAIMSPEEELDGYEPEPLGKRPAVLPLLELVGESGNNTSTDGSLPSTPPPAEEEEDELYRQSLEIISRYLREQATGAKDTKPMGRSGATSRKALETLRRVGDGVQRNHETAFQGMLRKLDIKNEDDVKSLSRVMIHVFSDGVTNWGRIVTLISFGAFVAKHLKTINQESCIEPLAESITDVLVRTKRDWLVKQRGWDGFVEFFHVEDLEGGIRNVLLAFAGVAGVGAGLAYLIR
# BCLXL inh = inhibitors of human Bcl-xL | Q07817 | GST-Bcl-xL / FITC-Bim BH3 peptide fluorescence polarization | inhibition, % at 10.9 µM | 0.7% of 320,000 active | AID 2129;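 active = inhibition above the mean of all tested compounds plus 3 SD, cutoff set per campaign, cut at about 30% in these data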;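 note: 0% = DMSO wells and 100% = unlabeled Bim-BH3 peptide competitor; inhibitors lower millipolarization by displacing the labeled peptide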
# Target sequence (Q07817 whole entry, looked up): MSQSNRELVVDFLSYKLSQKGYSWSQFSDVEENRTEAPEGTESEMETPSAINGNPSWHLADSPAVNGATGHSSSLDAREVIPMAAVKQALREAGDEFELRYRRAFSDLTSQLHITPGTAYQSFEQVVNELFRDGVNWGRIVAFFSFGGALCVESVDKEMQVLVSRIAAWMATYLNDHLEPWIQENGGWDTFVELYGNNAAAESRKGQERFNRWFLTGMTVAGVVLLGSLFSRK
# Active calls of the source: *; / = no result given. These rows are one share of the data; count on the stated rates, not on these rows.
SMILES,GLD-1 TGE inh,PME-1 primary,MEX-5 binding,Fam108B counter,pPAFAH inh,PAFAH1B2 inh,AHR act,MCL1 BIM primary,BCLXL inh
COC(=O)C1CCN(C(=O)c2ccccc2NC(C)=O)CC1,7,-9,/,-4,1,1,3,-2,7
COc1ccccc1NC(=O)c1nc(S(=O)(=O)Cc2ccccc2)ncc1Cl,3,-17,-0.8,-8,7,4,60*,31,8
OCCC1CN(Cc2ccccc2O)CCN1CCc1ccccc1 (configuration not stated),-3,-4,-0.8,-1,3,-1,2,3,2
Cc1cc(C(=O)Nc2ccc(Br)cc2F)n(-c2ccccc2)n1,3,-16,-1.7,3,6,-6,17,10,6
Cc1cccc(-n2c(N)cc(=O)[nH]c2=S)c1,-1,-2,-1.0,-3,7,-1,10,-1,2
CN(C)CCC(O)(c1ccccc1)c1ccccc1,-2,-3,-0.6,2,7,0,0,5,5
CSc1cccc(NC(=S)N2CCC(c3ccccc3)C2)c1 (configuration not stated),6,2,2.4,1,9,2,7,2,2
Cc1ccccc1NC(=O)NNC(=O)c1ccc2ccccc2c1O,-3,3,-3.8,6,6,11,5,16,6
O=C(c1c[nH]c2ccc(F)cc2c1=O)N1CCCCCC1,1,6,1.2,0,1,-1,-1,2,8
CCOC(=O)c1cnc2c(Cl)cccc2c1NCCCN1CCOCC1,-3,-1,0.3,4,6,0,9,2,3
CN(CC(=O)Nc1c(Cl)cccc1Cl)C(=O)CC1OC(=O)c2ccccc21 (configuration not stated),5,1,/,/,1,-10,0,6,7
O=C(c1ccc2c(c1)N(Cc1cccc(Cl)c1)C(=O)c1ccccc1S2(=O)=O)N1CCN(c2ccccn2)CC1,0,4,2.6,0,1,1,0,3,5
Cn1cnc2c1c(=O)n(Cc1cccc(Br)c1)c(=O)n2C,-4,-6,-2.3,-2,8,4,-2,0,2
CC(=O)c1ccc(S(=O)(=O)NCCC(=O)OCC(=O)N2CCCC2=O)cc1,-4,3,-0.7,3,6,0,1,-5,0
c1cncc(CNc2ncnc3ccc(-c4cccnc4)cc23)c1,6,/,/,/,5,4,24,/,/
O=C(Nc1cccc(F)c1)N1CC=C(c2ccc(Cl)cc2)CC1,4,-4,-2.1,-4,1,1,-1,21,6
CCN1CCN(c2cc(=O)n(C3CCCCC3)c(=O)[nH]2)CC1,-4,-6,-0.7,-2,3,6,-1,-4,5
O=C1[C@@H]2Cc3c([nH]c4ccccc34)C(c3ccccc3)N2C(=O)CN1CCO (some centres not stated),-3,-2,2.4,-3,5,3,7,-5,0
C[C@H](CO)N1C[C@H](C)[C@@H](CN(C)S(C)(=O)=O)Oc2ccc(NC(=O)CCN3CCOCC3)cc2C1=O,0,/,/,/,1,5,1,/,/
COC(=O)c1ccccc1S(=O)(=O)N1CCC(C(=O)NCC2CCCO2)CC1 (configuration not stated),2,8,-0.3,2,7,0,-5,-4,0
O=C(O)C(Cc1ccccc1)N1C(=O)c2c(Cl)c(Cl)c(Cl)c(Cl)c2C1=O (configuration not stated),8,0,-1.8,-3,0,6,0,4,10
CCOC(=O)c1cc(CC)sc1N1C(=O)CC(Sc2ncccc2C(=O)O)C1=O (configuration not stated),4,6,-0.2,1,12,0,0,2,0
COc1cccc(NC(=O)CN2C(=O)CSc3ccc(S(=O)(=O)N4CCOCC4)cc32)c1,8,3,1.4,-2,6,4,3,-8,-4
CCOCCn1ccc2c(OCC(=O)Nc3ccc(OC)cc3OC)cccc2c1=O,-8,0,-0.7,-1,-1,4,3,3,4
CCc1nnc(NC(=O)CCc2ccc(C)o2)s1,1,1,-0.4,-1,1,3,14,5,-2
Cc1ccc2c(c1)c1nnc(SCC(=O)Nc3cccc(Cl)c3C)nc1n2CC(=O)O,3,-3,-1.0,-2,1,0,7,-2,6
COc1ccc2cc[nH]c2c1,1,-2,-1.6,0,1,3,3,4,9
CCC(=O)N(Cc1cc2c(C)cc(C)cc2[nH]c1=O)C1CCCCC1,2,-4,0.7,-5,4,3,0,-2,1
CCCSc1ccc([C@@H]2[C@@H]3C(=O)N(CC)C(=O)[C@@H]3[C@]3(C(=O)OC)CCCCN23)cc1,1,/,/,/,6,5,1,/,/
CCOc1ccc(N2CC(C(=O)Nc3cccc(S(=O)(=O)N4CCCCC4)c3)CC2=O)cc1 (configuration not stated),-1,4,0.6,-1,5,9,1,-6,-1
Cc1cc(NCc2ccccc2Cl)n2nnnc2n1,-4,2,2.8,-4,1,0,5,8,7
Cc1nn(C)c(Oc2ccc(Cl)cc2)c1C=O,2,-3,1.2,-1,0,0,1,2,2
CCNC(=O)COc1cc(C)c(Br)c(C)c1,2,2,-3.0,2,7,1,27,0,1
COc1ccc(NC(=S)N2CCN(C(c3ccccc3)c3ccccc3)CC2)c(OC)c1,14,1,-1.0,0,7,5,1,4,1
Cn1c(C(=O)N2CCN(Cc3ccccc3)CC2)cc2c(=O)n(C)c3ccccc3c21,6,7,2.5,-2,-2,3,12,11,12
C=C(C)C(=O)Nc1cccc(C2=NOC3(C2)C[C@H](C(N)=O)N(C(=O)C(c2ccccc2)c2ccccc2)C3)c1 (some centres not stated),-3,-2,/,-1,7,-5,-3,19,12
CC(=O)Nc1ccc(Oc2ccc(S(=O)(=O)N3CCCC3)cn2)cc1,3,8,/,/,0,3,-1,3,3
Cc1nnc(SCc2nnc(-c3ccccc3Br)o2)s1,2,1,2.9,2,8,-3,8,-8,-5
CC(C)N(C(=O)CSc1nn2c(=O)c(C(C)(C)C)nnc2s1)c1ccccc1,-3,-6,-0.5,-3,6,5,-1,10,4
Cc1nc2nc(CCNS(=O)(=O)c3ccc(Cl)cc3)cn2nc1C,5,-4,-4.9,-2,3,4,0,-2,1
CCc1c(O)nc(SCC(=O)NC(C)(C)C)n(-c2ccccc2)c1=O,4,0,-1.4,5,5,6,0,7,3
CCc1cccc(C)c1NC(=O)C1CC(=O)N(C2CCCC2)C1 (configuration not stated),0,6,/,/,-3,-2,1,-4,1
COCCN(CC1CCCN(C2Cc3ccccc3C2)C1)C(=O)c1cccs1 (configuration not stated),-6,-13,1.1,4,0,1,4,2,5
O=C(NN1C(=O)C2C3C=CC(C3)[C@H]2C1=O)c1cccnc1 (some centres not stated),1,1,3.8,2,-4,6,1,12,3
Cc1csc(C2=C(O)CN(CCc3ccccc3)C2=N)n1,-8,4,-0.5,5,-1,4,38,6,-1
Cc1ccc(C(=O)Oc2ccc3c(c2)ncn3C)cc1,0,0,1.4,-1,2,4,-1,-2,4
CCOC(=O)N1CCN(C(=O)COC(=O)CSc2cc(C)c(Br)cc2C)CC1,1,-9,1.1,3,16,4,3,-3,0
ClC1(Cl)CC1CSc1nc2ccccc2[nH]1 (configuration not stated),-6,-4,-3.3,3,5,5,3,4,3
CCOc1c2ccc(C(=O)NCc3cc(C(F)(F)F)cc(C(F)(F)F)c3)cc2nn1C,2,4,1.7,5,8,8,-11,0,6
CC(=O)c1sc(NC(=O)CCS(=O)(=O)c2ccccc2)nc1C,5,0,2.3,3,-1,-2,2,5,8
Nc1nc(-c2ccc(Br)s2)c(Br)s1,4,8,0.6,0,9,21,14,2,2
CCn1c(COc2ccc3c(c2)CCCC3)nnc1SCC(=O)Nc1nccs1,7,-8,2.2,0,-2,-3,2,-7,-8
Cc1cc2oc(C(=O)NCc3ccncc3)c(C)c2cc1C,2,-3,2.3,-1,-5,-4,89*,5,2
CCCCCCc1cc2cc(-c3nnc(-c4ccccc4OC)o3)c(=O)oc2cc1O,-84,2,-3.5,8,12,-4,6,-104,-58
Cc1ccc(SCC(=O)N(C)CC(=O)Nc2cccc(F)c2)c(C)c1,-7,0,1.6,-7,17,-3,4,-3,-2
O=c1c2ccccc2nc2sc(Nc3ccc(F)cc3)nn12,1,5,/,/,1,-8,8,-2,4
N#Cc1ccc(OCC(=O)Nc2cc(S(=O)(=O)N3CCOCC3)ccc2N2CCOCC2)cc1,2,3,-0.5,-4,-3,-1,2,2,0
COc1ccc(N(C(=O)c2ccncc2)S(=O)(=O)c2ccccc2)cc1,-6,5,-0.5,0,8,1,-3,-1,2
O=C(O)c1c(F)c(F)cc2ccccc12,-7,2,-1.8,-1,-2,-2,0,-6,1
CC(=O)Cc1nsc(NC(=O)c2cccs2)n1,3,5,1.9,1,3,5,4,-2,-5

# As a working copy, part of the list above:
SMILES,GLD-1 TGE inh,PME-1 primary,MEX-5 binding,Fam108B counter,pPAFAH inh,PAFAH1B2 inh,AHR act,MCL1 BIM primary,BCLXL inh
O=C(O)c1c(F)c(F)cc2ccccc12,-7,2,-1.8,-1,-2,-2,0,-6,1
CC(=O)Cc1nsc(NC(=O)c2cccs2)n1,3,5,1.9,1,3,5,4,-2,-5

# (continued)
SMILES,GLD-1 TGE inh,PME-1 primary,MEX-5 binding,Fam108B counter,pPAFAH inh,PAFAH1B2 inh,AHR act,MCL1 BIM primary,BCLXL inh
CC(=O)c1ccc(C(=O)N2CCCC(Nc3ccccc3)C2)s1 (configuration not stated),0,-4,-1.6,-1,2,0,-3,-4,1
Cc1cccc(Nc2nnc(SCC(=O)Nc3ncc(C(F)(F)F)cc3Cl)s2)c1C,2,1,2.4,-3,9,6,2,-6,7
O=C1CCn2nc(-c3ccc(Cl)cc3)cc2N1,2,3,1.0,-2,4,4,48*,-9,-5
COc1ccc(/C=N/n2c(COc3ccccc3)n[nH]c2=S)cc1OC,2,5,-0.3,6,4,9,9,-13,-23
N#CCC(=O)Nc1ccc(C(=O)OCC(=O)NC(=O)NCc2ccco2)cc1,-70,/,/,/,6,-3,-1,/,/
CCn1c(CCCNC(=O)c2cccs2)nc2ccccc21,2,6,0.5,4,2,2,5,10,6
COC(=O)C1=C(C)N(CCCC(=O)O)C(=O)NC1c1cccc(OC)c1 (configuration not stated),5,1,1.2,-3,3,0,-1,2,4
COc1cccc2cc(C(C)N(CCCN3CCOCC3)C(=S)Nc3ccc(C)cc3)oc12 (configuration not stated),3,-1,2.6,-3,20,1,1,7,0
COc1ccc(C(=O)OCC(=O)c2cc(C)n(CC3CCCO3)c2C)cc1[N+](=O)[O-] (configuration not stated),4,0,/,/,-2,-1,0,-4,-3
COc1ccc(Cl)cc1N(CC(=O)NC1CC2CCC1C2)S(=O)(=O)c1ccccc1 (configuration not stated),1,9,1.4,0,1,-1,4,5,3
Cc1ccc(S(=O)(=O)Nc2c(C)ccc3nsnc23)cc1,-8,-1,1.7,3,-2,1,3,5,0
O=C(NC1CCCC1)C(c1ccncc1)N(Cc1ccccc1)C(=O)Cc1cccs1 (configuration not stated),3,2,-0.6,2,1,4,-2,2,4
COC(=O)c1ccc(C)c(NC(=O)c2ccc(CN3CCc4ccccc4C3)cc2)c1,5,4,-2.2,-1,-8,4,1,4,6
Oc1[nH]c2ccccc2c1OCc1ccncc1,1,-3,-1.0,14,0,1,4,-4,-3
Cc1ccc(S(=O)(=O)NCC(=O)OCc2csc(-c3ccccc3)n2)cc1,10,-1,1.1,3,5,2,7,-14,-3
COc1cccc(OCc2nn[nH]n2)c1,0,-1,0.2,-5,-1,2,1,1,3
Cc1cc2c(cc1S(=O)(=O)Nc1cccc(C)c1C)n(C)c(=O)c(=O)n2C,2,8,-1.7,1,-2,9,-2,-9,-5
CC(C)C(NC(=O)c1ccc(Br)cc1)C(=O)NC1=NCCS1 (configuration not stated),4,-2,1.4,5,2,-1,2,8,4
CC1CCN(c2nc3c(c(=O)[nH]c(=O)n3C)n2Cc2ccccc2Cl)CC1,-4,3,-1.7,1,4,0,-3,-4,-2
